Compound activity deposited in PubChem by The Scripps Research Institute Molecular Screening Center.
CHRM4 agonist: CHRM4 agonism in calcium assay; P08173; CHO-K1 hM4/Gqi5, Fluo-8 calcium fluorescence; vehicle 0%, full acetylcholine response 100%; activation, % at 3 µM; actives 0.14% (n = 360,000);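 active = activation above the run mean over all test wells plus 3 SD, cut at about 32% in these data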;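 note: peak over basal fluorescence ratio per well then scaled between controls; 0% = DMSO wells and 100% = acetylcholine at EC100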
Target sequence (P08173 whole entry, looked up): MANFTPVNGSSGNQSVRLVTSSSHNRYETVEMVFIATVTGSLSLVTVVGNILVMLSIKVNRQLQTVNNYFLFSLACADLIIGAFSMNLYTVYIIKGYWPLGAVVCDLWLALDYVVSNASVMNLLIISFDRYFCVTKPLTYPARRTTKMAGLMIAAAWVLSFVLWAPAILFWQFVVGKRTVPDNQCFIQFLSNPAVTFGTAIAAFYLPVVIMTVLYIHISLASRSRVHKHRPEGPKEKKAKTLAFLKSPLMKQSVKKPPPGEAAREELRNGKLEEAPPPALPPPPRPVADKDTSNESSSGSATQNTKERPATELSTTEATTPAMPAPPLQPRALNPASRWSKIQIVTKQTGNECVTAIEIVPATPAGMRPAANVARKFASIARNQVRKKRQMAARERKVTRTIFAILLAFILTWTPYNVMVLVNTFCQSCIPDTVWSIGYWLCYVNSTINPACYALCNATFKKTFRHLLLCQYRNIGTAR
CHRM5 agonist: agonists of human muscarinic M5 receptor (CHRM5) | P08912 | CHO-K1 hM5 cells, Fluo-8 calcium fluorescence; 0% DMSO wells, 100% maximal acetylcholine response | activation, % at 3 µM | actives 0.19% (n = 360,000) | AID 624037;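 active = activation above the run's mean over test compounds plus 3 SD, cut at about 23% in these data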;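 note: signal is peak over basal fluorescence ratio across the kinetic read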
Target sequence (P08912 whole entry, looked up): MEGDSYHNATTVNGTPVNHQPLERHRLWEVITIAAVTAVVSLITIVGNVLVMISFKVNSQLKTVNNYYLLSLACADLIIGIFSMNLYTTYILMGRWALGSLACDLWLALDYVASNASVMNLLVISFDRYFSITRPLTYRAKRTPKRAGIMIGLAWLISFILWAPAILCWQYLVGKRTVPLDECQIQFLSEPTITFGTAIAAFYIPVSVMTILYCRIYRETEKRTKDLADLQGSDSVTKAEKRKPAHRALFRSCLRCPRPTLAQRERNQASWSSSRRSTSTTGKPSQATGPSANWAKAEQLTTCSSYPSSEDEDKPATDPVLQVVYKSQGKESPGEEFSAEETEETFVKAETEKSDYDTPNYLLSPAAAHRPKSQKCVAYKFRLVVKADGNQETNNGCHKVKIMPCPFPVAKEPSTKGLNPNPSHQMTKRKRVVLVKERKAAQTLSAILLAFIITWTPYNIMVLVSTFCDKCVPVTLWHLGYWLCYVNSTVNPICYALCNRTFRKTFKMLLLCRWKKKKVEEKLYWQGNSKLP
M5 antag: blocks acetylcholine activation of human M5 receptor; P08912; CHO-hM5 cells, Fluo-8 calcium fluorescence, ACh EC80; inhibition, % at 3 µM; actives 0.59% (n = 360,000);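 active = inhibition above a per-plate cutoff, the mean of that plate's test compounds plus 3 SD, cut at about 27% in these data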;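 note: 0% = acetylcholine EC80 with DMSO and 100% = DMSO without agonist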
M1 PAM parental: nonselective activator or artifact in parental CHO-K1 calcium assay; actives 0.02% (n = 360,000); activation, % at 3 µM; ATP EC20, Fluo-8 calcium fluorescence; 0% at ATP EC20, 100% at ATP max;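 active = activation above the run cutoff, the mean activation of all test compounds plus 3 SD, cut at about 40% in these data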;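 note: peak over basal fluorescence ratio in a 140 s read after ATP addition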
CHRM4 antagonist: antagonists of human muscarinic M4 receptor (CHRM4); P08173; CHO-hM4 cells, ACh EC80, Fluo-8 calcium fluorescence; inhibition, % at 3 µM; actives 0.73% (n = 360,000);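 active = inhibition above its plate's cutoff, the mean inhibition of sample wells plus 3 SD, cut at about 27% in these data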;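 note: 0% = acetylcholine EC80 with DMSO and 100% = DMSO without agonist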
CHO-K1 Ca antag: nonselective inhibitor or artifact in parental CHO-K1 cells; ATP-induced calcium, Fluo-8 fluorescence; inhibition, % at 3 µM; actives 0.6% (n = 360,000);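 active = inhibition above a per-plate cutoff, the plate's mean sample inhibition plus 3 SD, cut at about 24% in these data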;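 note: 0% = DMSO plus EC80 ATP and 100% = DMSO alone without ATP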
CHRM4 PAM: potentiates acetylcholine response at human M4 receptor. AID 624126. activation, % at 3 µM. P08173. CHO-K1 hM4/Gqi5, Fluo-8 calcium fluorescence, ACh EC20; 0% = ACh EC20, 100% = maximal ACh. actives 0.4% (n = 360,000);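 active = activation above its plate's cutoff, the mean activation of sample wells plus 3 SD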; note: some results filed as inactive read as strong as hits
M5 PAM: positive allosteric modulators of human muscarinic M5 receptor | actives 0.3% (n = 360,000) | CHO-K1 hM5, Fluo-8 calcium, ACh EC20 PAM; 0% = ACh EC20, 100% = ACh EC100 | P08912 | activation, % at 3 µM;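 active = activation above the run cutoff, the mean activation of all test compounds plus 3 SD, cut at about 18% in these data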
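System: CHO-K1 hM5 cells. Reagent: acetylcholine, EC20 level. Compound dosing: single dose, 3 µM nominal final test concentration. Timing: Post-acetylcholine fluorescence recording 140 s. Detection: Fluo-8 calcium fluorescence. Read-out: % activation, ACh-normalized. Benchmarks: ACh EC20 and EC100 wells. Repeats: singlicate, one well per test compound.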
M1 ag parental: counter-screen for M1 agonists: effect in parental CHO-K1 cells; Fluo-8 calcium fluorescence; scaled to maximal ATP response, vehicle zero; activation, % at 3 µM; actives 0.48% (n = 360,000); AID 602248; in the data active = activation above about 15%;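 note: untransfected CHO-K1 host cells lacking M1 receptor as counterscreen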
* hit, by the source's call; x = not tested or not shown.

SMILES | CHRM4 agonist | CHRM5 agonist | M5 antag | M1 PAM parental | CHRM4 antagonist | CHO-K1 Ca antag | CHRM4 PAM | M5 PAM | M1 ag parental
CCOC(=O)c1sc2nc(CN3CCN(c4cccc(C(F)(F)F)c4)CC3)[nH]c(=O)c2c1C | 1.0 | 0.8 | -0.5 | 11.8 | 0.4 | 5.7 | 1.2 | -1.6 | 0.6
CC(C)(C)c1ccc(-c2ccc3c(c2)S(=O)(=O)c2ccccc2C3=O)cc1 | 0.4 | -4.1 | 16.2 | 21.6 | -0.6 | -19.5 | -2.8 | 2.4 | 0.8
Cc1cccc(NC(=S)N(C)C2(c3ccccc3Cl)CCCCC2=O)c1 (stereo unspecified) | -1.1 | -3.4 | 0.6 | 24.4 | 4.1 | -13.7 | 4.8 | 3.5 | 0.3
Cc1ccc(-n2nnnc2SCC(=O)N2CCN(C(=O)c3ccco3)CC2)c(C)c1 | -1.2 | -3.0 | 1.2 | 20.9 | 9.7 | -4.0 | 9.2 | 0.1 | 0.7
COc1ccc(-n2cc(CNCCc3nc(C)cc(C)n3)c(-c3ccccc3Cl)n2)cc1 | 6.0 | -1.3 | -3.4 | 18.7 | 1.4 | -7.3 | -7.8 | 1.0 | 1.1
CCC(C)NS(=O)(=O)c1ccc(OCC(=O)NCc2cccnc2)cc1 (stereo unspecified) | 0.7 | -1.9 | -0.3 | 12.9 | -2.9 | -9.0 | -3.2 | 3.3 | 0.5
CN(CCNC(=O)c1ccc(N2CCCC2=O)cc1)CCc1ccccc1 | 1.2 | -2.5 | 2.4 | 26.8 | -7.9 | -10.1 | 5.5 | -1.1 | 0.5
CC1CCCN(S(=O)(=O)c2ccc(-c3ccc(=O)[nH]n3)o2)C1 (stereo unspecified) | 1.1 | -3.5 | -4.5 | 7.7 | -17.6 | -23.5 | 12.0 | 7.1 | 0.4
Cc1cccc(C(C(=O)NC2CCCCC2)N(C(=O)c2csnn2)C2CC2)c1 (stereo unspecified) | 0.8 | -2.5 | 8.0 | 8.9 | -6.0 | -10.9 | -3.6 | 1.4 | 0.3
CC(C)(C)n1nc2c(c1NC(=O)c1cccc(C(F)(F)F)c1)CS(=O)C2 (stereo unspecified) | 1.4 | -4.5 | 6.0 | 5.6 | -7.2 | 0.6 | 17.1 | 1.4 | 0.0
Cc1cc(C)nc(NS(=O)(=O)c2ccc(NC(=O)CCC(=O)O)cc2)n1 | 0.2 | -2.2 | 9.5 | 12.2 | 9.2 | -16.6 | -0.8 | 0.3 | 0.8
CCOC(=O)c1c(NC(=O)COC(=O)c2nccnc2N)sc(C(=O)N(C)C)c1C | 7.7 | 1.6 | -9.0 | -17.7 | -6.7 | 11.5 | 2.7 | 2.2 | 1.9
C=CCN1CC(O)=C(c2ccccc2)C1=N | 0.8 | 0.8 | -5.5 | 9.2 | 0.7 | -18.9 | -0.3 | 4.0 | 0.5
O=C(O)C1CCCCN1S(=O)(=O)c1cccc2nsnc12 (stereo unspecified) | 0.2 | -3.5 | 4.2 | 19.8 | -3.6 | -12.1 | 1.1 | -5.0 | 0.0
O=C1CCC([N+](=O)[O-])C(c2cccc([N+](=O)[O-])c2)N1 (stereo unspecified) | -0.3 | -3.4 | 5.0 | 6.5 | 2.5 | -8.9 | 0.3 | -2.0 | 6.2
CNS(=O)(=O)c1ccc(NC(=O)c2ccccn2)cc1 | 3.4 | 1.4 | 6.8 | 0.2 | -1.8 | -3.0 | 28.2* | -1.3 | 0.8
O=C(NC(=O)c1ccccc1O)c1ccc2c(c1)CCO2 | -0.2 | 2.7 | -0.6 | 7.9 | 4.4 | -3.5 | -0.3 | 8.0 | 0.6
COC(C(=O)Nc1ccc(C(N)=O)cc1)c1ccccc1 (stereo unspecified) | 0.1 | 3.3 | -12.9 | -0.4 | 0.4 | 6.3 | -4.8 | 5.8 | 0.0
Cc1c(-c2ccccc2Br)nc2ccccc2c1C(=O)O | 0.1 | 2.8 | -1.1 | 24.6 | -11.7 | -18.1 | 8.1 | 1.3 | 1.4
Cc1ccc(S(=O)(=O)N2CCCC(c3nnc4n3-c3ccccc3SC4)C2)cc1 (stereo unspecified) | 5.4 | 0.0 | 4.4 | 14.9 | 0.2 | -5.2 | 9.5 | -1.6 | 2.9
Cc1ccc(/C=C2/C(=N)N3N=C(CC(=O)N4CCCC4)SC3=NC2=O)o1 | 0.3 | -1.8 | -4.5 | -8.9 | -3.4 | 12.1 | 8.3 | 0.3 | 0.0
N#C/C(=C\C=C\c1ccccc1)C(=O)NCc1cccnc1 | 2.0 | 2.1 | 9.7 | 4.0 | -5.6 | -5.6 | 7.4 | 1.9 | 1.5
C[n+]1cccc(/C=N/NC(=O)CC23CC4CC(CC(C4)C2)C3)c1 | 0.6 | -4.4 | 19.0 | -17.9 | 2.9 | -1.2 | -24.1 | -6.7 | 0.2
CC1(C(=O)NS(=O)(=O)C2CC2)CCCN(C(=O)Cc2ccc(F)cc2)C1 (stereo unspecified) | 0.2 | 1.1 | -4.5 | -3.0 | 5.5 | -3.2 | -4.4 | 1.4 | 0.2
CC(C)(C)c1csc(NC(=O)c2ccc(Br)o2)n1 | -0.1 | -3.4 | -1.2 | 6.1 | -7.8 | -12.8 | -3.0 | -5.3 | 1.3

4 compounds already listed, sorted by their value in CHRM4 PAM, ascending.
Molecule	CHRM4 agonist	CHRM5 agonist	M5 antag	CHRM4 antagonist	CHRM4 PAM
N#C/C(=C\C=C\c1ccccc1)C(=O)NCc1cccnc1	2.0	2.1	9.7	-5.6	7.4
Cc1ccc(S(=O)(=O)N2CCCC(c3nnc4n3-c3ccccc3SC4)C2)cc1 (stereo unspecified)	5.4	0.0	4.4	0.2	9.5
CC1CCCN(S(=O)(=O)c2ccc(-c3ccc(=O)[nH]n3)o2)C1 (stereo unspecified)	1.1	-3.5	-4.5	-17.6	12.0
CNS(=O)(=O)c1ccc(NC(=O)c2ccccn2)cc1	3.4	1.4	6.8	-1.8	28.2*

With a hit mark in CHRM4 PAM (from the list above):
Compound | CHRM4 agonist | CHRM5 agonist | M5 antag | CHRM4 antagonist | CHRM4 PAM
CNS(=O)(=O)c1ccc(NC(=O)c2ccccn2)cc1 | 3.4 | 1.4 | 6.8 | -1.8 | 28.2*

Additional results.
SMILES | CHRM4 agonist | CHRM5 agonist | M5 antag | M1 PAM parental | CHRM4 antagonist | CHO-K1 Ca antag | CHRM4 PAM | M5 PAM | M1 ag parental
Oc1ccc(Br)cc1/C=N/NC(=S)NCCc1ccccc1 | 0.3 | -4.0 | 13.2 | 9.1 | 1.5 | -5.7 | -0.1 | -3.5 | 0.9
Cc1ccc(C(=O)OCC(=O)Nc2c(C)nn(-c3ccccc3)c2C)c(O)c1 | 4.9 | 0.1 | 0.4 | 2.7 | -20.0 | -9.4 | 7.1 | -3.0 | 2.5
Cc1c2c(n3c(nc4ccccc43)c1C#N)N(CCN(C)C)CC2 | 1.2 | -15.1 | -1.4 | 16.1 | -0.8 | -7.5 | -1.1 | 3.1 | 0.2
CCOc1ccc(C(=O)NCC(=O)N2CCN(C/C=C/c3ccccc3)CC2)cc1OCC | 1.0 | -10.2 | -4.8 | 9.3 | -4.3 | -6.6 | -8.0 | -2.7 | 0.6
COC(=O)Cn1c(C(F)(F)F)nc2ccccc21 | 0.4 | -0.3 | 7.5 | 12.4 | -1.8 | -0.1 | 0.4 | -1.1 | 0.6
Cc1ccc(/C=C/C(=O)OCC(=O)Nc2cccc(S(=O)(=O)N(C)C)c2)o1 | 2.6 | 2.0 | 10.8 | 2.5 | 3.9 | 0.7 | -5.1 | -4.6 | 2.0
O=C(NCCCN1CCOCC1)c1cccc(S(=O)(=O)N2CCc3ccccc32)c1 | 1.2 | -1.6 | 2.3 | 19.7 | -11.9 | -5.1 | -0.9 | -5.3 | 0.1
O=C(CN1CCCCC1)Nc1ccccc1NC(=O)CN1CCCCC1 | 1.6 | 0.9 | 1.7 | -7.2 | 4.7 | 3.0 | -0.4 | 9.2 | -0.1
CC(C)Nc1nc(SCC(=O)Nc2ccccc2)nc(N2CCOCC2)n1 | -0.3 | -0.6 | -4.5 | 19.7 | -0.8 | -6.2 | 1.0 | 3.4 | 0.3
Cc1cccc(N(C(=O)c2csnn2)C(C(=O)NC(C)(C)C)c2ccncc2)c1 (stereo unspecified) | -1.1 | 1.8 | -3.5 | 24.3 | 0.3 | -19.3 | 9.9 | 2.8 | 0.4
Cc1nnc(Sc2nc3c(c(=O)n(C)c(=O)n3C)n2Cc2ccc(Cl)cc2)s1 | 0.9 | -0.6 | 0.7 | 25.8 | 2.3 | -7.2 | 0.2 | -2.5 | 0.1
CC(C)NC(=O)c1ccc2c(c1)N(Cc1ccccc1)C(=O)C(C)(C)O2 | 0.6 | -3.3 | 2.4 | -2.4 | -3.4 | 24.4* | -1.0 | 0.9 | 0.4
O=C(/C=C/c1ccccc1)N(Cc1cccc(Cl)c1)C1CCS(=O)(=O)C1 (stereo unspecified) | 0.6 | 1.0 | 2.7 | -12.2 | 2.7 | 5.3 | 11.9 | 7.7 | -0.2
O=C(Nc1ccc(N2CCOCC2)cc1Cl)C1CCN(C(=O)OCc2ccccc2)CC1 | 9.9 | 0.2 | 5.3 | 15.4 | -15.8 | -5.4 | -16.4 | -5.1 | 7.8
Cc1cc2cc(C)c(NCCNC(=O)c3ccccc3F)nc2cc1C | 0.7 | -2.3 | -6.2 | 17.0 | 6.6 | -3.2 | -4.0 | -3.0 | 0.5
Cn1c(=O)[nH]c(=O)c2c1nc(SCCO)n2CC(O)COc1ccccc1 (stereo unspecified) | 1.9 | 1.7 | 4.6 | 17.2 | 5.2 | 0.5 | -1.6 | -3.9 | 1.9
COc1cccc(/C=C2\SC(=O)N(CCC(=O)NCCCn3ccnc3)C2=O)c1 | 3.5 | -5.6 | 21.1 | -10.4 | 6.3 | -12.2 | -0.2 | -4.2 | 0.6
Cc1nc(SCC(=O)NCC2CCCO2)c2cc(-c3ccccc3)sc2n1 (stereo unspecified) | 4.1 | -0.2 | -2.6 | 3.0 | -2.3 | -2.8 | 1.4 | -6.5 | 0.1
C[C@H]1NC(=O)[C@]2(C)[C@@H](c3ccccc3)[C@H]3COc4ccccc4[C@@H]3N2C1=O | 1.6 | 0.1 | -11.9 | 16.9 | -2.2 | -9.8 | 1.7 | 5.6 | 0.0
CCCCCNC(=O)C(c1cccc2ccccc12)n1c(=O)c(-c2ccccc2)nc2ccccc21 (stereo unspecified) | 0.7 | 4.4 | -0.2 | x | 8.5 | x | 1.6 | 2.3 | x
O=C(NCc1ccccc1)C1CCCN(S(=O)(=O)c2ccc(-n3cnnn3)cc2)C1 (stereo unspecified) | 2.3 | -2.2 | 3.8 | 11.6 | -1.0 | -8.6 | 7.5 | 1.9 | 0.8
O=C(CNC(=O)c1ccc(Cl)cc1)N/N=C/C=C/c1ccccc1 | 0.3 | -1.2 | -12.6 | -12.9 | 4.9 | 2.7 | 1.3 | 0.5 | -0.1
Cc1ccccc1-c1ccc2c(c1)O[C@@H](CN(C)Cc1ccc(C(=O)O)cc1)[C@@H](C)CN([C@H](C)CO)S2(=O)=O | 0.5 | -1.6 | 7.6 | 13.6 | -5.5 | -12.2 | 4.8 | -1.4 | 0.8

Compounds as they come (roughly 2.7% active in at least one column).
